Screening data from PubChem.
APJ antag: antagonists of human APJ apelin receptor; inhibition, % at 20 µM; hit rate 0.32% among 330,000; AID 2521; CHO-K1 APJ beta-arrestin complementation, luminescence;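 active = inhibition above about 40% at 20 µM, limit read from the data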;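 also: cells challenged with 10 nM apelin-13 agonist together with compound; plate controls were apelin-13 plus DMSO wells for no effect and DMSO wells lacking apelin-13 for full effect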
Target sequence (P35414 whole entry, looked up): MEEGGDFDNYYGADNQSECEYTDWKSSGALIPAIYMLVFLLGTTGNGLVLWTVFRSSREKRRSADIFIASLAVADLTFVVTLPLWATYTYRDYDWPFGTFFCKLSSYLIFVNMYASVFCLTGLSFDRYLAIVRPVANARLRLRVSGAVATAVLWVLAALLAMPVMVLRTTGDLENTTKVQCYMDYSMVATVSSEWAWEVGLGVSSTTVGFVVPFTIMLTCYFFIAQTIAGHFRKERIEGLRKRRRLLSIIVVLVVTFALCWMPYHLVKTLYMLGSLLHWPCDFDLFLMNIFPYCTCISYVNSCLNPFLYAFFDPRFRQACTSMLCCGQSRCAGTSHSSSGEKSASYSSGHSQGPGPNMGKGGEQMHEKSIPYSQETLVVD
MIN6 prolif: inducers of beta-cell replication in MIN6 cells; MIN6 cells proliferation, ATPlite luminescence, 48 h; cells starved in 0.2% serum; 100% = growth in 10% serum; proliferation, % at 10 µM; hit rate 0.29% among 330,000; AID 2380;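 active = compounds whose signal lies at least 3.5 SD above the mean of all wells on their plate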;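 also: 0% = DMSO-treated cells in low-serum medium and 100% = 10% serum control; some compounds called inactive have numbers as strong as hits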
APJ ag: APJ receptor agonism. P35414. CHO-K1 APJ PathHunter beta-arrestin, luminescence; 0% DMSO wells, 100% apelin. activation, % at 20 µM. hit rate 0.11% among 330,000. AID 2520;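 active = activation more than six SD over the plate average, tested at 20 µM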;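 also: 0% = DMSO alone and 100% = apelin-13 at 10 nM; some results filed as inactive read as strong as hits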
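Incubation: overnight seeding, 90 min compound at 25 °C, 1 h detection; test system: PathHunter CHO-K1 APJ (AGTRL-1) beta-arrestin reporter cells; amount: 1000 cells/well; doses: one dose, 20 µM compound, 1% DMSO; measured by: beta-gal luminescence; measure: agonist-driven arrestin binding to APJ; benchmarks: negative DMSO alone, positive Apelin-13 at 10 nM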
tim10-1 inh: growth inhibitors of tim10-1 mutant yeast | S. cerevisiae tim10-1 ts strain growth, BacTiter-Glo, 24 h | inhibition, % at 20 µM | hit rate 2.2% among 330,000;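 active = inhibition of at least 40%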;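 also: mutant grown at 25 °C; 0% = DMSO wells with yeast and 100% = wells holding no yeast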
GRIN3A LBD mod: modulators (binders) of human NR3A ligand-binding domain; NR3A LBD differential scanning fluorimetry, Tm shift; 0% = protein alone, 100% = glycine-bound protein; Tm shift relative to glycine control, % at 25 µM; hit rate 2.5% among 340,000; AID 1259313;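 active = melting temperature shift of at least 10% of the positive control shift, at one fixed dose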
NLRP3 yeast inh: inhibitors of NALP3 inflammasome in yeast | hit rate 0.39% among 330,000 | inhibition, % at 10 µM | Yeast reconstituted NLRP3/ASC/caspase-1, beta-gal luminescence, 24 h;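 active = inhibition of 50% or more; inactive = inhibition below 50%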;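 also: plate controls were induced DMSO wells for no effect and uninduced yeast grown without galactose for full effect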
tim23-1 inh: tim23-1 yeast growth inhibition; S. cerevisiae tim23-1 growth, BacTiter-Glo luminescence, 24 h; inhibition, % at 20 µM; hit rate 1.3% among 330,000; AID 463212;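 active = growth inhibition of the mutant yeast at or above 50%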;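 also: temperature-sensitive mutant grown at 25 °C; plate controls were DMSO-treated mutant yeast for no effect and medium wells lacking yeast for full effect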
TIM10 inh: TIM10 yeast growth inhibition | AID 463195 | hit rate 1.4% among 330,000 | inhibition, % at 10 µM | S. cerevisiae TIM10 strain growth, BacTiter-Glo luminescence, 24 h;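 active = inhibition of 40% or more at the single tested concentration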;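 also: wild-type TIM10 isogenic control strain grown at permissive 25 °C; 0% = DMSO yeast wells and 100% = minimal medium wells without yeast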
MPTP inh: inhibitors of mitochondrial permeability transition pore; isolated mouse mitochondria, Ca2+ swelling absorbance, 30 min; inhibition, % at 10 µM; hit rate 1.4% among 360,000; AID 602449;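 active = inhibition of 50% or more, scaled per plate between neutral and stimulator controls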;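 also: 0% = DMSO wells given calcium and 100% = 1 mM EGTA wells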
The depositor's hits bear a star; . = not tested or not shown. The order is random. About 7.2% of those tested had a hit in this group.

SMILES	APJ antag	MIN6 prolif	APJ ag	tim10-1 inh	GRIN3A LBD mod	NLRP3 yeast inh	tim23-1 inh	TIM10 inh	MPTP inh
O=C(N/N=C/c1cc2c(cc1[N+](=O)[O-])OCO2)c1cccnc1	-36.3	-1.1	1.2	-11.1	-1.3	-5.0	-5.5	-2.8	-0.1
CC(C)(C)NC(=O)NC(=O)COC(=O)CNC(=O)c1cc(Cl)cc([N+](=O)[O-])c1	-14.6	0.1	-1.0	19.5	-2.4	15.2	7.8	8.1	0.2
c1ccc(CC2CCN(C3=Nc4cccc5cccc3c45)CC2)cc1	-26.7	-5.6	5.1	9.4	-1.9	3.2	-42.6	16.2	51.1*
O=C(Cc1ccc(-c2ccccc2)cc1)NNC(=S)NCc1ccco1	4.9	-1.7	-2.5	-9.0	-2.0	13.3	3.4	-0.1	-1.1
O=C(NCCCNC(=O)c1ccc(-c2cc(Cl)ccc2Cl)o1)c1cnccn1	5.0	-5.4	-1.4	23.2	0.1	2.6	21.7	5.9	0.2
COc1ccc2c(c1)cc(C(=O)N/N=C/c1c(O)c(C(=O)O)cc3ccccc13)n2C	-1.5	-3.4	0.8	12.5	11.2*	11.2	37.5	-3.2	1.5
CCOC(=O)N1CCC(NC(=O)CCN2C(=O)C3C4C=CC(C4)C3C2=O)CC1 (centres undefined)	7.4	-1.8	3.6	8.6	-6.9	5.8	19.8	0.0	-0.8
CC1CCCCN1C(=O)COC(=O)c1ccc(=O)n(Cc2ccccc2)n1 (centres undefined)	13.6	2.7	4.5	-12.3	0.9	17.6	-5.3	-1.0	-1.3
Cc1ccc(C(=O)N/N=C\c2cc(Br)c(Br)o2)cn1	-35.3	-2.9	6.7	3.9	-0.9	11.5	7.7	-1.3	2.8
CCOC(=O)c1ccc(Nc2ncnc3nc[nH]c23)cc1	-7.2	-3.2	4.2	10.5	-22.6	-4.6	2.7	12.0	1.4
Cc1ccc(C(C)NC(=O)C2CCCC2)c(C)c1 (centres undefined)	11.3	0.8	5.2	3.5	-2.4	7.2	4.6	-10.0	0.1
CCOC(=O)c1cc(C)n(-c2ccccc2)c1C	-19.8	0.4	1.4	7.8	2.4	18.8	17.6	-21.1	0.4
Cc1ccc(NC(=O)Nn2cnnc2)c(C)c1	17.7	-0.3	3.7	-3.1	-0.8	10.4	7.1	7.9	1.4
Cc1ccn2c(C(=O)NN=C3CCN(C)CC3)c(C)nc2c1	-33.5	-1.0	0.3	-0.5	-1.0	12.5	2.2	-13.3	-0.8
CCOC(=O)C1CCCN(C2CCN(Cc3nc(-c4ccccc4)no3)CC2)C1 (centres undefined)	11.7	-3.5	-4.2	-3.4	3.3	33.5	3.6	-3.4	7.7
CC(C)c1ccc(CNC(=O)C(=O)Nc2nccs2)cc1	4.3	-2.3	-3.5	-1.9	-3.3	35.5	-1.5	4.8	1.4
NC(=O)c1nnn(-c2ccc([N+](=O)[O-])cc2)c1-c1ccccc1	-13.1	-1.0	4.7	3.2	-0.2	23.0	1.8	2.9	-0.7
Fc1ccc(NC(=S)Nc2ccc3nccnc3c2)cc1	-73.2	-3.0	1.8	-2.5	1.6	26.1	14.8	7.8	0.1
COc1cccc(/C=C/C(=O)NNC(=O)CCN2CCN(Cc3ccccc3)CC2)c1	16.6	-3.0	-2.4	-15.6	-5.8	7.0	14.9	-20.0	0.5
COc1ccc(N2CCN(CCCNC(=O)CC3Oc4ccc(C)cc4NC3=O)CC2)cc1 (centres undefined)	14.3	-1.4	-0.7	7.7	1.0	-1.8	12.3	-8.4	0.1
O=C(CSc1nc2c(c(=O)n1-c1ccc(Br)cc1)SCC2)Nc1nccs1	-26.5	-3.1	0.5	-6.4	5.9	9.3	-11.0	-31.7	-2.4
COc1ccc(NC(=O)N(C)C[C@H]2Oc3c(NC(=O)C4CC4)cccc3C(=O)N([C@H](C)CO)C[C@@H]2C)cc1	5.0	-2.6	-2.7	-12.3	-0.2	4.0	-4.0	-8.1	-0.4
CCOC(=O)CC1C(=O)NCCN1C(=O)c1ccc(Cl)c(Cl)c1 (centres undefined)	2.4	-2.6	-3.3	1.0	2.2	17.7	3.3	19.3	0.0
COc1cc(C=O)ccc1Oc1ccc(S(=O)(=O)N2CCOCC2)cc1[N+](=O)[O-]	-7.7	-3.7	3.8	14.1	1.8	-6.1	26.5	6.1	-0.6
COc1ccc(S(=O)(=O)N2CCCC2)cc1C(=O)O	9.9	-1.7	-2.4	2.4	0.1	12.0	0.7	-1.8	-0.6
O=[N+]([O-])c1ccc2nc(NCCCO)nc(-c3ccccc3)c2c1	4.3	-1.4	1.3	18.5	-1.3	25.7	31.9	22.2	-1.1
Cc1cc(C)n2nc(CCc3ccccc3)nc2n1	-2.3	0.7	-2.5	6.1	-1.3	-2.9	15.0	13.3	2.3
O=C(NC1CCCCC1)C(c1ccccc1)N(C(=O)c1csnn1)C1CC1 (centres undefined)	19.7	-3.2	-0.7	4.2	-2.3	19.2	12.2	10.0	-1.2
CN(Cc1cnccn1)C(=O)CC1C(=O)NCCN1Cc1cccc(F)c1 (centres undefined)	23.9	1.1	0.1	-7.6	-0.3	13.5	-0.9	-3.5	0.8
Cc1onc(-c2ccccc2)c1C(=O)N1CCN(c2ncccn2)CC1	11.0	-2.2	-3.7	6.0	0.1	13.5	6.0	3.3	-0.6

2 entries from above in a different format:
molecule: COc1ccc(N2CCN(CCCNC(=O)CC3Oc4ccc(C)cc4NC3=O)CC2)cc1 (centres undefined)
  APJ antag: 14.3	MIN6 prolif: -1.4	APJ ag: -0.7	tim10-1 inh: 7.7	GRIN3A LBD mod: 1.0	NLRP3 yeast inh: -1.8	tim23-1 inh: 12.3	TIM10 inh: -8.4	MPTP inh: 0.1

molecule: O=C(CSc1nc2c(c(=O)n1-c1ccc(Br)cc1)SCC2)Nc1nccs1
  APJ antag: -26.5	MIN6 prolif: -3.1	APJ ag: 0.5	tim10-1 inh: -6.4	GRIN3A LBD mod: 5.9	NLRP3 yeast inh: 9.3	tim23-1 inh: -11.0	TIM10 inh: -31.7	MPTP inh: -2.4

(next part)
SMILES	APJ antag	MIN6 prolif	APJ ag	tim10-1 inh	GRIN3A LBD mod	NLRP3 yeast inh	tim23-1 inh	TIM10 inh	MPTP inh
Cc1ccccc1S(=O)(=O)NNC(=O)C(=O)NNc1ccccn1	-33.6	-0.8	2.0	12.2	0.1	6.2	6.7	3.4	0.5
O=C(COC(=O)CC12CC3CC(CC(C3)C1)C2)Nc1ncc(Cl)cc1Cl	-2.5	-5.3	-0.8	17.3	-0.8	4.7	35.1	24.1	0.5
CCOC(=O)CNC(=O)CSc1nnc(-c2c[nH]c3ccccc23)n1CC	16.3	-2.3	-2.2	6.3	-0.8	0.4	17.3	13.8	0.3
CC1(C)CC(=O)C2=C(C1)Oc1nc3ccccc3cc1C2C(C#N)C#N (centres undefined)	21.9	-3.5	-1.4	61.0*	0.9	24.6	63.4*	53.6*	-2.6
Cc1ccccc1CN1CCN(CC2CC3C=CC2C3)CC1 (centres undefined)	0.1	-2.6	-3.5	-0.2	3.6	11.1	-9.3	-4.6	0.1
CCCCNC(=O)c1cc(C)no1	0.8	-3.0	1.5	-4.6	-0.8	-7.6	-5.5	11.9	-1.7
O=C(Cn1[nH]c(=O)c2ccccc2c1=O)OCC(=O)c1ccc(Br)cc1	24.3	-0.1	-12.2	-1.3	-1.9	5.6	10.2	-4.9	1.7
CCOc1nc(-c2ccccc2Cl)ccc1C#N	22.4	-1.6	-5.5	3.5	3.8	21.3	-3.1	-25.2	2.2
CC1(C(=O)O)CCC(C(=O)Nc2ccccc2)C1(C)C (centres undefined)	7.1	0.1	1.2	10.8	0.1	13.5	-8.9	-11.0	-0.5
CCN(CC)C(=O)c1cc2c(=O)n3ccccc3nc2s1	12.7	-1.2	0.3	2.1	-1.2	12.7	28.5	-0.2	-2.1
CC(C)c1cccc(C(C)C)c1NC(=O)CNCc1ccccc1F	-14.2	-3.0	-2.6	47.0*	-0.7	-16.0	13.2	26.8	0.9
CC1(C(=O)NC2CCCCCCC2)CC1(Cl)Cl (centres undefined)	-3.1	1.8	-4.5	17.0	0.9	5.4	27.5	3.0	-2.4
CCN=C1SC(C(=O)Nc2ccc(OCC)cc2)CC(=O)N1CC (centres undefined)	6.2	-2.0	-3.7	6.8	-0.4	11.3	2.3	16.8	-0.8
Cc1cc2nc(SCCOC(=O)Nc3ccccc3)nc(C)c2cc1C	-12.4	-1.3	-1.3	24.0	-8.1	4.7	24.4	4.6	3.9
Cc1c(C(=O)NC2CCCCC2C)oc2ccccc12 (centres undefined)	-10.0	1.3	-0.3	34.5	-1.3	12.4	44.9	28.5	0.3
CC(=O)c1ccc(S(=O)(=O)NCCC(=O)NC(C)c2ccncc2)cc1 (centres undefined)	-13.4	2.6	-3.5	-13.4	-1.2	4.4	-13.6	8.7	-0.6
CCn1c(SCC(=O)Nc2ccc(N(C)C)cc2)nnc1C1CC1	-5.3	4.7	-1.8	3.4	-0.6	17.1	14.2	-0.6	1.4
CN(C)/C=N/c1nc2nccc(-c3cccs3)n2n1	-7.6	-1.6	-2.7	17.2	-3.5	19.0	6.2	5.5	-0.5
COc1ccc(C(C)(C)C)cc1NC(=O)COC(=O)c1ccc([N+](=O)[O-])o1	-5.0	-2.5	-5.4	53.4*	-16.4	10.3	-83.7	40.0	0.7
Cc1cccc(N2CCN(C(=O)C(Cc3ccccc3)NC(N)=O)CC2)c1C (centres undefined)	7.4	-2.4	-3.2	13.1	0.5	-3.7	13.6	14.1	0.0
CCN(CC)CCCNC(=O)c1cc(Nc2ccc(OC)cc2OC)nc2ccccc12	17.8	0.7	-2.2	-2.8	0.0	-4.0	3.2	9.9	1.0
O=C(OCC#CCSc1nnc(-c2cccc3ccccc23)o1)c1cnc[nH]1	-5.8	-0.7	0.6	6.7	0.6	-11.6	22.8	8.1	1.9
O=C(O)c1cc(NN=C2c3ccccc3-c3ccccc32)ccc1Cl	8.0	-2.3	-1.9	8.2	-3.7	14.6	24.2	-5.2	0.9
CC(C)[C@H](NC(=O)N1CCn2c1nc1ccccc12)C(=O)NC1CC1	10.3	-2.5	-2.0	-4.7	2.3	-4.9	2.9	-1.1	-1.3
Cc1cc(C)cc(NC(=O)c2cccc(NC(=O)c3ccco3)c2)c1	13.9	0.8	-1.8	-13.1	1.5	5.9	33.3	18.8	6.3
O=C1CC(NS(=O)(=O)c2ccc3ccccc3c2)CN1c1ccccc1 (centres undefined)	10.1	-2.5	5.5	5.1	.	6.4	11.8	4.6	0.5
Cc1cccc(-c2nc3c(c(SCC(=O)N4CCCC4)n2)COC(C)(C)C3)c1	13.2	5.1	-0.1	23.0	-2.6	23.3	12.8	-6.9	-0.5
Cn1nnnc1SCC(=O)Nc1ccccc1Cl	5.2	1.6	3.5	2.3	-1.0	3.0	5.9	-9.4	-2.6
COc1ccc(C(=O)N2N=C3CC(C)(C)OCC3C2c2ccccc2)cc1 (centres undefined)	10.0	0.0	-1.9	22.0	-6.6	9.0	29.0	29.7	0.7
Cc1cc(=O)[nH]c(SC(C)C(=O)Nc2cccc3ccccc23)n1 (centres undefined)	-8.3	0.3	-3.0	0.5	-0.4	10.8	25.1	-3.7	-1.2
O=C1CC(Sc2nnnn2C2CCCCC2)C(=O)N1c1ccccc1 (centres undefined)	9.0	-4.4	-4.0	33.3	4.4	27.0	38.7	27.1	0.2
